PREPL inh: human PREPL enzyme inhibition; AID 2751; Q4J6C6; recombinant PREPL, fluorescence polarization activity-based probe; inhibition, % at 5.96 µM; 0.68% of 320,000 active; in the data active = inhibition above about 43%;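 also: 0% = enzyme with DMSO and 100% = wells lacking enzyme; many of its hits are not listed in these tables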
Target sequence (Q4J6C6 whole entry, looked up): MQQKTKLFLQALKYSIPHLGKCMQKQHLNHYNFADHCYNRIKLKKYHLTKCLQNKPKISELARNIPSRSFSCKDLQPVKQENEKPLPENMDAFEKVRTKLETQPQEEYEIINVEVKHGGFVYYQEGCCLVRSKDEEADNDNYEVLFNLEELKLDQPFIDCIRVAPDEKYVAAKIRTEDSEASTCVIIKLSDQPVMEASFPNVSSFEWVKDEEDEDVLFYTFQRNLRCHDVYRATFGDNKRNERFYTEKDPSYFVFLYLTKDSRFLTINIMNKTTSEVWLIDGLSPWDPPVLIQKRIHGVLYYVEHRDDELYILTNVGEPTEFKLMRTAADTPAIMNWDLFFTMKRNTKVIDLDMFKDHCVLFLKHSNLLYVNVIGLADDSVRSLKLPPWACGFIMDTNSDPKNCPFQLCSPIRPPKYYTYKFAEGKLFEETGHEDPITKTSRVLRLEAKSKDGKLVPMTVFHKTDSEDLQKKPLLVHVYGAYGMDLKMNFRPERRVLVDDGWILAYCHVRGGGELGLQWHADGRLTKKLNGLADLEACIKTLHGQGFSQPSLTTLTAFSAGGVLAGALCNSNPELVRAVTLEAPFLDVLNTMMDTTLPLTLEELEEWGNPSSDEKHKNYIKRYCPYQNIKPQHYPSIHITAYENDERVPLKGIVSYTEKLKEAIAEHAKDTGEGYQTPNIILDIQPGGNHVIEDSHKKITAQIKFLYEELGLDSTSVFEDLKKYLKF
TPT1 inh: inhibitors of Candida albicans tRNA 2'-phosphotransferase TPT1. recombinant caTPT1, FP RNA substrate dephosphorylation. inhibition, % at 5 µM. 0.81% of 300,000 active. AID 1962;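 active = inhibition above the mean of all tested compounds plus 3 SD, set per screening campaign, cut at about 24% in these data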;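 also: plate controls were DMSO alone for no effect and ferristatin control at 100 nM for full effect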
Efflux pump mplx: blocks antifungal efflux pumps in multiplex yeast assay; S. cerevisiae Candida pump triplex, Nile Red efflux; AID 485275; 0.44% of 330,000 active; inhibition, % at 10 µM;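 active = plate passing quality check with inhibition over a set limit, or well fluorescence over plate mean plus 4 SD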;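 also: Nile Red retained in pooled yeast measured as flow cytometry median fluorescence; 0% = buffer negative control and 100% = Enniatin B positive control; higher means more Nile Red kept so more efflux inhibition; some compounds called inactive have numbers as strong as hits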
EBNA-1 inh: blocks EBNA-1 binding to DNA | EBNA-1 DNA binding, fluorescence polarization | inhibition, % at 14.8 µM | 0.34% of 300,000 active; in the data active = inhibition above about 28%
ZTA counter: ZTA (EBV) inhibition in EBNA-1 counter-screen | AID 2234 | inhibition, % at 11 µM | 0.15% of 320,000 active | ZTA-DNA binding, fluorescence polarization; in the data active = inhibition above about 33%
PP5 inh: PP5 (human) phosphatase inhibition; purified PP5c, OMFP substrate fluorescence; AID 1987; P53041; inhibition, % at 6.7 µM; 0.18% of 320,000 active;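 active = inhibition above the campaign's mean inhibition across all tested compounds plus 3 SD, cut at about 9.5% in these data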;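 also: 0% = DMSO only and 100% = 100 µM cantharidin control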
HCV core dimer: HCV core protein dimerization inhibition | TR-FRET GST/Flag-core106 dimerization, 1536-well | inhibition, % at 5 µM | 0.33% of 300,000 active | AID 1899;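 active = inhibition above the mean of all tested compounds plus 3 SD, set per screening campaign, cut at about 45% in these data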
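System: GST-tagged and Flag-tagged HCV core protein residues 1-106 / Input: core106 proteins, GST 13.5 nM and Flag 17 nM / Buffer or medium: KF-containing HEPES buffer, pH 7.45, DTT, CHAPS, BSA / Probe or stimulus: Eu-anti-GST and XL665-anti-Flag labelled anti-tag antibodies / Schedule: 4 h, 22.5 °C incubation / Technique: TR-FRET 671 and 617 nm emission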
PP1 counter: counter-screen for PP5 inhibitors: inhibitors of human PP1-alpha | P62136 | 0.9% of 320,000 active | purified PP1alpha, OMFP fluorescence | inhibition, % at 6.7 µM | AID 2235;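 active = inhibition above the mean inhibition of all tested compounds plus 3 SD, computed separately for each screening campaign, cut at about 15% in these data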
Target sequence (P62136 whole entry, looked up): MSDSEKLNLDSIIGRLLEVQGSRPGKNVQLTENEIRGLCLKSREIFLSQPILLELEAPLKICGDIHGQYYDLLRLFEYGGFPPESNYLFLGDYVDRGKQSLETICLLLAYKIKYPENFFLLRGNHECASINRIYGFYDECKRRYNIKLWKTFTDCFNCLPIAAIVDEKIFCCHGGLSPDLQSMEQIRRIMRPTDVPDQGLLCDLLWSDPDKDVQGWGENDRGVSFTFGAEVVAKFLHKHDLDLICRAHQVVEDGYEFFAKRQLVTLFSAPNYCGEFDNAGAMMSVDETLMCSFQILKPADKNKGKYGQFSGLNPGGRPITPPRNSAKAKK
CTSL1 counter: blocks F. hepatica cathepsin L1 in PFM18AAP counter-screen | recombinant F. hepatica cathepsin L1, Z-Leu-Arg-MCA fluorescence | inhibition, % at 5.96 µM | 0.49% of 300,000 active;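 active = inhibition above the mean of all tested compounds plus 3 SD, set per screening campaign, cut at about 17% in these data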;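 also: 0% = plate median of test compound wells and 100% = 1 µM Z-Phe-Ala-diazomethylketone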
Numbers without * were called inactive; · = no result given.

SMILES	PREPL inh	TPT1 inh	Efflux pump mplx	EBNA-1 inh	ZTA counter	PP5 inh	HCV core dimer	PP1 counter	CTSL1 counter
CN(C(=O)CSc1nnc(-c2ccc(F)cc2)c2ccccc12)C1CCS(=O)(=O)C1 (stereo not given)	3.9	9.3	0.1	-0.2	5.5	-0.6	12.4	6.0	2.4
CCCC(=O)N(Cc1cc2ccccc2[nH]c1=O)c1ccccc1OC	-13.8	-1.9	0.1	5.0	-2.2	0.9	11.1	-2.3	0.4
COc1ccc(S(=O)(=O)Nc2ccccc2C(=O)N2CCCCC2)cc1C	3.4	0.2	0.1	4.8	-7.5	-1.1	-8.1	-1.0	2.3
Cc1ccc(N/C=C(\C#N)c2ccc(OCCCF)cc2)cc1	6.2	3.4	0.4	10.0	0.5	0.6	5.2	0.3	4.2
Cc1ccc(NC(=O)CCNS(=O)(=O)c2ccc(OC(F)(F)F)cc2)c(O)c1	-2.9	0.9	0.3	6.9	6.2	2.0	8.8	-2.4	0.5
Fc1ccc(C(c2nnnn2Cc2ccccc2)N2CCSCC2)cc1 (stereo not given)	8.1	-0.4	0.1	-0.8	6.1	1.0	3.6	0.9	-1.2
CCOC(=O)c1ccc(NC(=O)C(=O)NCc2ccncc2)cc1	18.1	-1.7	-0.1	-6.9	-10.4	0.6	-1.8	1.4	1.4
CC#CC(=O)N1CCCC(C(=O)c2ccc(SC)cc2)C1 (stereo not given)	3.1	1.4	0.1	3.3	-6.6	-1.0	1.0	-2.3	-0.1
COc1ccc(-c2nnc(N(C)C(=O)c3cccnc3)s2)cc1	3.6	-0.1	0.2	-13.4	-16.5	4.7	-7.0	0.0	0.2
CCOc1ccc(-n2c(SCC(N)=O)nc3sc4c(c3c2=O)CCN(C)C4)cc1	-3.4	8.1	0.2	-8.6	-7.6	2.9	6.7	-3.4	2.0
CC(C)C(C)NC(=O)COC(=O)C1CCN(S(=O)(=O)c2ccc3c(c2)OCCO3)CC1 (stereo not given)	-0.8	1.3	0.1	5.4	7.6	0.8	1.2	-2.7	-9.5
COc1ccc(NC(=O)c2cc3cc(C)ccc3n2C)c(OC)c1	11.8	1.3	0.0	-2.2	-2.3	1.3	-3.8	1.6	-4.3
O=[N+]([O-])c1ccc(O)c(N=Cc2sc3ccccc3c2O)c1	1.8	42.1*	0.1	-3.8	3.0	1.4	-17.1	1.8	3.3
Cc1ccc2oc(C(=O)NC3CCS(=O)(=O)C3)cc(=O)c2c1 (stereo not given)	-1.0	-4.5	-0.1	0.1	-17.6	0.5	-17.2	-0.8	0.5
C/C(=N\NC(=O)c1nnn(-c2nonc2N)c1-c1cccs1)c1ccc(O)cc1	7.7	-3.1	-0.1	-6.1	-2.7	1.0	-3.8	-0.6	2.2

Brought forward from above: five compounds, then new ones.
SMILES	PREPL inh	TPT1 inh	Efflux pump mplx	EBNA-1 inh	ZTA counter	PP5 inh	HCV core dimer	PP1 counter	CTSL1 counter
CC(C)C(C)NC(=O)COC(=O)C1CCN(S(=O)(=O)c2ccc3c(c2)OCCO3)CC1 (stereo not given)	-0.8	1.3	0.1	5.4	7.6	0.8	1.2	-2.7	-9.5
COc1ccc(NC(=O)c2cc3cc(C)ccc3n2C)c(OC)c1	11.8	1.3	0.0	-2.2	-2.3	1.3	-3.8	1.6	-4.3
O=[N+]([O-])c1ccc(O)c(N=Cc2sc3ccccc3c2O)c1	1.8	42.1*	0.1	-3.8	3.0	1.4	-17.1	1.8	3.3
Cc1ccc2oc(C(=O)NC3CCS(=O)(=O)C3)cc(=O)c2c1 (stereo not given)	-1.0	-4.5	-0.1	0.1	-17.6	0.5	-17.2	-0.8	0.5
C/C(=N\NC(=O)c1nnn(-c2nonc2N)c1-c1cccs1)c1ccc(O)cc1	7.7	-3.1	-0.1	-6.1	-2.7	1.0	-3.8	-0.6	2.2
CC1(C)COC(c2coc3ccccc3c2=O)OC1	15.3	-1.0	0.0	-8.5	-7.4	4.0	-12.2	-4.9	-1.2
N#CC1(NC(=O)COC(=O)c2ccc(-c3ccc(O)cc3)cc2)CCCCC1	2.2	·	-0.1	·	-11.3	2.3	·	16.1*	·
O=c1c2c(-c3cccs3)csc2ncn1/N=C/c1ccc(OC(F)F)cc1	21.4	-2.5	0.0	8.1	0.3	-0.2	3.8	3.0	-1.6
CCCN(CCC)CCCNC(=S)Nc1ccc2nc(N3CCN(CC)CC3)cc(C)c2c1	12.3	0.0	0.0	-4.3	-0.1	3.0	0.6	-1.9	3.6
CC(C)(C)[C@H]1C=C(C(=O)NC2CC2)O[C@@H](OCCCCO)C1	5.6	-1.0	·	7.2	8.2	2.7	8.6	-3.8	2.4
COC(=O)c1ccc(S(=O)(=O)NCc2ccccn2)n1C	8.6	-0.2	0.1	-4.2	-1.2	-3.4	-0.8	-4.7	-0.5
O=C(Cc1c(F)cccc1Cl)Nc1ccc(S(=O)(=O)N2CCOCC2)cc1	3.3	-0.7	0.0	5.4	18.8	1.8	15.4	-4.4	0.2
CCN(CCO)C(=O)CC1C(=O)NCCN1Cc1c(F)cccc1Cl (stereo not given)	-8.9	0.5	0.1	-7.7	-12.8	-0.3	-30.7	14.8	-2.3
COc1cccc(C(O)CC(N)=O)c1 (stereo not given)	7.7	-2.2	0.1	-13.6	-5.0	1.8	2.9	-0.8	0.0
Cc1cccc(C(=O)Nc2nnc(-c3ccco3)o2)c1	-0.8	1.5	-0.1	-10.2	-1.6	1.6	-4.0	-2.6	0.7
CC(=O)N1CCN(CC(=O)Nc2sccc2C#N)CC1	-2.1	-1.0	0.0	3.4	-3.6	0.9	-2.4	1.8	-2.5
COc1ccc(Cl)cc1NC(=O)c1nc2nc(C)cc(C(F)F)n2n1	-6.5	-1.2	0.1	-2.9	4.7	0.3	12.4	-2.5	-1.3
O=C(NCCC(c1ccccc1)c1ccccc1)c1cnccn1	-7.9	-2.7	-1.7	7.3	9.2	-0.8	4.0	-0.8	-2.9
COc1ccccc1/C=C/CN1CCSCC1	-1.3	-0.7	-0.2	-10.3	-1.8	5.3	-5.5	4.0	1.8
Cc1ccc(SCCN2C(=O)NC(C)(C)C2=O)cc1	3.2	-2.8	0.1	-10.6	-8.3	2.2	-3.0	2.6	-3.5

2 entries picked at random from those above, as already listed:
SMILES	PREPL inh	TPT1 inh	Efflux pump mplx	EBNA-1 inh	ZTA counter	PP5 inh	HCV core dimer	PP1 counter	CTSL1 counter
CC(C)(C)[C@H]1C=C(C(=O)NC2CC2)O[C@@H](OCCCCO)C1	5.6	-1.0	·	7.2	8.2	2.7	8.6	-3.8	2.4
COc1ccc(NC(=O)c2cc3cc(C)ccc3n2C)c(OC)c1	11.8	1.3	0.0	-2.2	-2.3	1.3	-3.8	1.6	-4.3

Later entries.
SMILES	PREPL inh	TPT1 inh	Efflux pump mplx	EBNA-1 inh	ZTA counter	PP5 inh	HCV core dimer	PP1 counter	CTSL1 counter
O=C(Oc1ccc(Br)cc1)c1cccc(S(=O)(=O)N2CCOCC2)c1	9.9	-2.9	-0.1	-3.3	-13.7	1.8	-7.5	-2.0	-2.4
Cc1ccc(OCC(=O)N/N=C/c2cc([N+](=O)[O-])ccc2N2CCCCC2)cc1	2.1	-0.6	-0.1	4.6	2.1	3.2	26.4	-4.2	0.9
Cc1ccc2nc(N(CCCN(C)C)C(=O)c3ccc(S(=O)(=O)N4CCc5ccccc5C4)cc3)sc2c1	-23.4	-0.5	-0.3	0.6	1.9	3.0	0.3	10.0	3.1
Fc1c(F)c(F)c(CSc2nc3ccccc3[nH]2)c(F)c1F	-2.7	-6.3	-0.1	6.6	17.4	1.7	4.3	-1.0	1.4
Cc1ccc(NC(=O)CC2=NC(=O)C(CC(=O)Nc3ccccc3F)S2)cc1 (stereo not given)	13.3	-3.5	0.1	-17.2	-10.5	2.3	4.2	-3.9	-0.7
CC(=O)Nc1ccc(NC(=O)c2ccc([N+](=O)[O-])cc2Cl)cc1	18.5	3.0	0.1	-16.4	-7.1	-0.1	-7.1	-9.8	-10.2
COCO/C=C(\NC(C)=O)c1ccccc1	-1.0	·	1.0*	·	-9.0	-0.5	·	9.3	·
CCc1ccc(C2C(C(C)=O)=C(C(=O)OC)Nc3nnnn32)cc1 (stereo not given)	-0.4	-4.7	0.0	-12.7	5.6	3.9	-5.6	-5.4	1.7
COc1ccc(N2CC(NC(=O)NCCC(C)C)CC2=O)cc1 (stereo not given)	-4.1	-0.5	-0.2	-0.2	12.3	3.2	-3.0	-2.2	-0.2
COc1ccc2cc(C(c3nnnn3C(C)(C)C)N3CCc4ccccc4C3)c(=O)[nH]c2c1 (stereo not given)	4.7	1.5	-0.4	2.6	8.0	0.8	5.5	3.3	0.7
COC(=O)CCC(=O)N1CCCC(C(=O)c2cc(F)ccc2F)C1 (stereo not given)	-1.2	0.4	0.0	-2.1	-4.1	-0.8	1.7	-3.2	2.6
COc1ccc(CN2C(=O)C(Cc3ccccc3)Nc3ncnc(N4CCOCC4)c32)cc1 (stereo not given)	15.0	-1.8	-0.1	10.6	-0.8	2.8	-4.5	7.0	-2.2
COc1cc(SC#N)ccc1N=Cc1c(C)[nH]n(-c2ccc(C)cc2C)c1=O	3.5	17.2	0.1	-2.0	-0.1	2.1	-11.4	4.1	4.4
COC(=O)c1ccc(C)c(NC(=O)c2c(-c3ccccc3)noc2C)c1	4.1	0.7	-0.2	-3.1	-1.3	-2.5	-1.0	0.1	-2.0
O=C(COc1ccccc1Cl)N1CCCCCCC1	-3.2	-0.5	0.0	5.7	-7.0	0.7	-15.3	-1.4	1.9
CCC(O)(CC)C(=O)N/N=C/c1cc(Br)cc(Br)c1O	-5.1	2.7	0.1	3.9	13.7	0.2	-1.1	-1.1	-1.7
N#Cc1cn(CC(=O)N2CCc3ccccc3C2)c2ccccc12	-11.7	2.5	0.1	-9.6	-7.4	0.9	1.9	-0.3	-3.9
O=C(c1ccc2ccccc2n1)N1CCN(c2ccccc2O)CC1	4.3	-3.7	0.1	-5.8	-9.6	1.6	6.4	-1.4	-0.4
CCOc1cc(/C=C2/SC(=S)N(CC3CCCO3)C2=O)ccc1O (stereo not given)	-91.7	30.2*	-0.1	-17.2	-0.2	0.6	-9.9	-3.4	1.0
COc1ccccc1NC(=O)c1cccc(S(=O)(=O)N2CCN(c3ccccc3)CC2)c1	-6.0	·	-0.1	·	6.7	1.4	·	-1.3	·
N#CCC(=O)N1CCn2c1nc1ccccc12	-0.2	3.1	0.1	-16.4	-4.2	2.2	-2.8	-1.9	-2.0
COc1ccc(NC(=O)CC2S/C(=N\c3nccs3)N(C)C2=O)cc1 (stereo not given)	4.2	1.9	0.0	-0.3	0.4	4.5	-8.9	-0.4	0.8
CCOC(=O)c1cc2c(c(CSc3nc4ccccc4c(=O)n3Cc3ccco3)c1)OCOC2	1.6	2.5	0.1	0.0	6.5	0.3	7.9	-2.0	-2.5
CCOc1ccccc1N1CCN(C(=O)c2cc(S(=O)(=O)N3CCCCC3)ccc2C)CC1	5.2	·	0.2	·	-11.8	-1.4	·	-0.8	·
O=C(NC1CCCCC1)c1ccc(S(=O)(=O)c2ccccc2Cl)c([N+](=O)[O-])c1	0.9	-3.0	0.0	3.2	6.5	2.0	6.7	0.4	3.7
Cc1cccc(NC(=O)c2ccc3ccccc3n2)c1C	0.5	1.2	0.2	2.5	0.6	0.0	7.7	-1.2	-3.2
COC(=O)c1ccc(Cl)c(NC(=O)CN2CCN(C)CC2)c1	5.9	2.1	0.1	6.1	11.1	-2.1	3.2	-2.3	6.8
CCCc1cc(CN(C)C(=O)CC2C(=O)NCCN2Cc2ccccc2C)[nH]n1 (stereo not given)	10.6	-3.0	0.0	-2.1	9.4	2.4	18.1	-2.6	4.9
COc1cc(C(=O)Nc2cccc(-c3nc4cc(C)ccc4o3)c2)cc(OC)c1OC	-6.1	-2.2	-0.3	3.5	4.9	1.2	2.7	0.1	-0.1

Bioassay records deposited in PubChem BioAssay by several laboratories.

A portion of the library, so the mix of outcomes need not match the whole.
